T cruzi growth: inhibitors of T. cruzi proliferation; T. cruzi beta-gal in NIH3T3, GalScreen luminescence, 90 h; 5.9% of 77,000 active; AID 624255; inhibition, % at 8.34 µM;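 active = mean inhibition above about 93%, with at least 55% of replicates each passing it, limit read from the data, passing the limit was not always enough; inconclusive = only one of those two conditions holds; inactive = neither condition holds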
C diff HTS: blocks growth of Clostridium difficile | Clostridium difficile clinical isolate growth, OD600, 24 h; stronger effect = lower value | growth activity, negative = inhibition, % at 16 µg/mL (by protocol) | 0.25% of 86,000 active | AID 1259249;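 active = mean growth activity at or below -80% and every replicate also at or below -80%; inconclusive = mean at or below -80% but some replicate above -80%; inactive = mean growth activity above -80%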;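 also: 0% = DMSO wells and -100% = levofloxacin 16 µg/mL wells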
Pf Dd2 growth: blocks growth of Plasmodium falciparum Dd2 parasites | P. falciparum Dd2 growth, SYBR Green, 72 h; stronger effect = lower value | 2.3% of 94,000 active | activity change, % at 10 µM; in the data active = activity change below about -80%; inconclusive = no clear call, values can overlap the other calls
KDM4C inh: KDM4C (human) demethylase inhibition; Q9H3R0; GST-KDM4C 2-372, H3K9me3 peptide, LANCE TR-FRET; inhibition, % at 12.5 µM; 0.15% of 96,000 active; AID 720574;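 active = mean replicate inhibition above about 25%, with at least 55% of replicates also reaching it, limit read from the data, passing the limit was not always enough; inconclusive = only one of those two conditions met; inactive = neither condition met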
Target sequence (Q9H3R0 2-372 limits assumed): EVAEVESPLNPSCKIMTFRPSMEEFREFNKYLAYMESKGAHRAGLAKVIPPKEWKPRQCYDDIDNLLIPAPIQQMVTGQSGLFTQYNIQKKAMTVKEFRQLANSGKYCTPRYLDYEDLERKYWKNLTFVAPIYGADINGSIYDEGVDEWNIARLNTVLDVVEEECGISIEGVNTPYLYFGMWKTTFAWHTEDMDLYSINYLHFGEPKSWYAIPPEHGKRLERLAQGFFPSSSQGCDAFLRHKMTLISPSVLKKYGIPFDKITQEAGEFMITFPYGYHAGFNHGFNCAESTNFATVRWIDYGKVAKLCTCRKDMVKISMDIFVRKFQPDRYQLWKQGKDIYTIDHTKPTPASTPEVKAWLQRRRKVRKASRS
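Compound: one test concentration per compound; Material: GST-GASC-1 enzyme fragment 2-372; Amount: GASC-1 enzyme at 10 nM final in reaction; Also added: H3K9me3 peptide substrate, Fe(II), 2-oxoglutarate; Technique: LANCE TR-FRET; Times: 30 min demethylation and 1 h detection at room temperature.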
* hit, by the source's call; ? = inconclusive; nt = not tested or not shown; & = joins results of further samples.

molecule	Pf Dd2 growth	KDM4C inh	C diff HTS	T cruzi growth
Cc1noc(C)c1NC(=O)N(C)C[C@@H]1Oc2ccc(NC(=O)Nc3ccc4c(c3)OCO4)cc2C(=O)N([C@H](C)CO)C[C@H]1C	21	-0.1	3	-4
CN1C(=O)c2cc(NC(=O)c3cccc(C(F)(F)F)c3)ccc2OC[C@@H]2O[C@@H](CC(=O)O)CC[C@@H]21	nt	0.5	-2	31
CN1[C@@H]2c3ccc(-c4ccc(F)cc4)c(=O)n3C[C@@H]2[C@@H](CO)[C@@H]1C(=O)NCc1ccccn1	7	8.3	-4	2
Cc1ccc(CN(C)C[C@@H]2OCc3cnnn3CCCC(=O)N([C@H](C)CO)C[C@@H]2C)cc1	-20	-0.5	nt	2
CCCC#Cc1ccc([C@H]2[C@H](C#N)N(C(=O)C3CCC3)[C@H]2CO)cc1	-32	-2.4	2	87
O=C(C[C@@H]1CC[C@H](NC(=O)c2ccc3c(c2)OCO3)[C@H](CO)O1)NCc1ccc(Cl)cc1	-2	-0.2	5	4
C[C@H]1CCCCO[C@@H](CN(C)C(=O)c2ccncc2)[C@@H](C)CN([C@@H](C)CO)C(=O)c2cc(NS(=O)(=O)c3cn(C)cn3)ccc2O1	-2	0.4	7	9
CNC(=O)C[C@H]1CC[C@@H]2[C@H](COc3ccc(NC(=O)Nc4c(C)noc4C)cc3C(=O)N2C)O1	3	0.4	-2	-1
O=C(C[C@H]1CC[C@H]2[C@@H](COC[C@H](O)CN2Cc2cocn2)O1)NCc1cccc(F)c1	nt	1.7	-3&-9	72
COc1ccc(CNC(=O)C[C@@H]2C=C[C@H](NC(=O)CN(C)C)[C@H](CO)O2)cc1	11	0.2	-1	15
COc1ccc(NC(=O)N(C)C[C@@H]2OCCCC[C@H](C)Oc3ccc(NS(C)(=O)=O)cc3C(=O)N([C@H](C)CO)C[C@@H]2C)cc1	-21	0.8	-3	59
COc1ccc(CNC(=O)C[C@@H]2CC[C@@H](NC(=O)CN(C)C)[C@H](CO)O2)cc1	4	3.0	nt	4
Cc1ccc(S(=O)(=O)N(C)C[C@@H]2Oc3c(NC(=O)c4cnccn4)cccc3C(=O)N([C@H](C)CO)C[C@@H]2C)cc1	-54	-2.4	3	67
O=C(c1cnccn1)N1CC(=O)N2[C@@H](CO)[C@@H](c3ccc(C#CC4CC4)cc3)[C@@H]2C1	-51	-1.2	-1	nt
OC[C@@H]1[C@H](c2ccc(C3=CCCC3)cc2)[C@@H](CNC2CCCC2)N1CC1CC1	-91*	0.1	42	nt

4 entries from above, field by field.
COc1ccc(CNC(=O)C[C@@H]2CC[C@@H](NC(=O)CN(C)C)[C@H](CO)O2)cc1
- Pf Dd2 growth = 4
- KDM4C inh = 3.0
- C diff HTS = nt
- T cruzi growth = 4
CN1[C@@H]2c3ccc(-c4ccc(F)cc4)c(=O)n3C[C@@H]2[C@@H](CO)[C@@H]1C(=O)NCc1ccccn1
- Pf Dd2 growth = 7
- KDM4C inh = 8.3
- C diff HTS = -4
- T cruzi growth = 2
Cc1noc(C)c1NC(=O)N(C)C[C@@H]1Oc2ccc(NC(=O)Nc3ccc4c(c3)OCO4)cc2C(=O)N([C@H](C)CO)C[C@H]1C
- Pf Dd2 growth = 21
- KDM4C inh = -0.1
- C diff HTS = 3
- T cruzi growth = -4
C[C@H]1CCCCO[C@@H](CN(C)C(=O)c2ccncc2)[C@@H](C)CN([C@@H](C)CO)C(=O)c2cc(NS(=O)(=O)c3cn(C)cn3)ccc2O1
- Pf Dd2 growth = -2
- KDM4C inh = 0.4
- C diff HTS = 7
- T cruzi growth = 9

The list goes on.
molecule	Pf Dd2 growth	KDM4C inh	C diff HTS	T cruzi growth
COc1ccc(NC(=O)N(C)C[C@@H]2Oc3ccc(NS(=O)(=O)c4c(C)noc4C)cc3C(=O)N([C@@H](C)CO)C[C@H]2C)cc1	20	0.8	nt	67
CC(C)CC#Cc1ccc2c(c1)O[C@@H](CN(C)Cc1ccc3c(c1)OCO3)[C@@H](C)CN([C@H](C)CO)S2(=O)=O	-36	nt	26	93
O=C(C1CCCC1)N1CC(=O)N2[C@H](CO)[C@@H](c3ccc(C#CC4CCCC4)cc3)[C@@H]2C1	10	0.8	39	nt
COCC#Cc1cnc2c(c1)C(=O)N([C@@H](C)CO)C[C@@H](C)[C@H](CN(C)C(=O)Cc1ccncc1)O2	-1	-0.5	-1	-27
O=C(Nc1ccc(F)cc1)N1C[C@@H]2[C@H](c3ccccc31)[C@H](CO)N2C(=O)c1ccccn1	7	3.4	-10	13
CCCC#Cc1ccc([C@@H]2[C@@H](CO)N(C(=O)C3CC3)[C@H]2C#N)cc1	-14	2.3	-1	101*
C[C@H](CO)N1C[C@H](C)[C@H](CN(C)C(=O)Nc2ccc(C(F)(F)F)cc2)Oc2ccc(NS(=O)(=O)c3cccs3)cc2CC1=O	-4	0.1	-2	7
CC(C)NC(=O)N1C[C@H]2[C@@H](c3ccccc31)[C@H](CO)N2C(=O)NC(C)C	-35	0.5	0	23
CCCNC(=O)C[C@@H]1CC[C@@H]2[C@@H](COc3ccc(NC(=O)c4ccc5c(c4)OCO5)cc3C(=O)N2C)O1	-10	0.8	6	-2
O=C(C[C@H]1CC[C@H]2[C@@H](COC[C@@H](O)CN2C(=O)c2cccnc2)O1)NCC1CC1	23	-2.3	44&-13	nt
Cc1ccc(-c2cnc3c(c2)C(=O)N([C@H](C)CO)C[C@@H](C)[C@H](CN(C)CC2CCOCC2)O3)cc1	-12	-0.7	4	-88
N#C[C@H]1[C@@H](c2ccc(-c3cccc(F)c3)cc2)[C@@H](CO)N1C(=O)NC1CCCCC1	-65	1.1	38	nt
O=C(Nc1ccc(Cl)cc1)N[C@@H]1CC[C@H](CCn2cc(C3(O)CCCC3)nn2)O[C@@H]1CO	-67	0.1	nt	49
C[C@H](CO)N1C[C@H](C)[C@@H](CN(C)Cc2ccc(C(=O)Nc3ccccc3N)cc2)Oc2c(cccc2N(C)C)C1=O	-75	3.7	-5	?
COC(=O)C[C@H]1CC[C@H]2[C@@H](COC[C@@H](O)CN2C(=O)Nc2ccccc2OC)O1	20	0.3	42&2	24

Brought forward from above: three entries; new compounds follow.
molecule	Pf Dd2 growth	KDM4C inh	C diff HTS	T cruzi growth
O=C(Nc1ccc(Cl)cc1)N[C@@H]1CC[C@H](CCn2cc(C3(O)CCCC3)nn2)O[C@@H]1CO	-67	0.1	nt	49
C[C@H](CO)N1C[C@H](C)[C@@H](CN(C)Cc2ccc(C(=O)Nc3ccccc3N)cc2)Oc2c(cccc2N(C)C)C1=O	-75	3.7	-5	?
COC(=O)C[C@H]1CC[C@H]2[C@@H](COC[C@@H](O)CN2C(=O)Nc2ccccc2OC)O1	20	0.3	42&2	24
C[C@H]1CN([C@@H](C)CO)C(=O)c2cc(NC(=O)Nc3ccc4c(c3)OCO4)ccc2O[C@H]1CN(C)Cc1ccc(C(F)(F)F)cc1	30	-0.7	10	-3
O=C(C[C@@H]1C[C@@H]2c3cc(NC(=O)c4cccnc4)ccc3O[C@@H]2[C@H](CO)O1)NCc1ccccn1	4	-1.8	4	nt
CO[C@@H]1CN(C)C(=O)c2ccc(NC(=O)C3CCOCC3)cc2OC[C@H](C)N(C(=O)c2ccccc2)C[C@@H]1C	-20	0.8	nt	22
O=C(C[C@H]1C[C@H]2c3cc(NC(=O)C4CCC4)ccc3O[C@H]2[C@H](CO)O1)NC1CCCC1	35	-0.5	2	6
CC(C)CC#Cc1ccc2c(c1)O[C@H](CN(C)C(=O)c1cnccn1)[C@@H](C)CN([C@H](C)CO)S2(=O)=O	-12	-1.4	-3	nt
CC(C)C#Cc1ccc2c(c1)O[C@@H](CN(C)C(=O)CN(C)C)[C@@H](C)CN([C@H](C)CO)S2(=O)=O	-5	?	-2	35
CCNC(=O)C[C@H]1CC[C@H]2[C@@H](COC[C@@H](O)CN2Cc2ccc(Cl)c(Cl)c2)O1	5	-2.1	nt	-31
CN(C)C(=O)c1cccc(-c2ccc([C@H]3[C@@H](CO)N4CCCCN(CCC(F)(F)F)C[C@H]34)cc2)c1	-17	-0.6	4	103*
C[C@H](CO)N1C[C@H](C)[C@H](CN(C)C(=O)C2CCCCC2)OCCCC[C@H](C)Oc2ccc(NC(=O)Nc3ccc4c(c3)OCO4)cc2C1=O	13	-1.6	-17	52
CCCNC(=O)N(C)C[C@@H]1Oc2ncc(-c3ccccc3F)cc2C(=O)N([C@H](C)CO)C[C@H]1C	6	-0.1	-2	nt
CN1C(=O)c2cc(NC(=O)NC3CCCC3)ccc2OC[C@H]2O[C@H](CC(=O)NC3CCC3)CC[C@H]21	13	2.9	-3	-1
COc1ccc(NC(=O)N(C)C[C@H]2Oc3ncc(C#CCN(C)C)cc3C(=O)N([C@H](C)CO)C[C@@H]2C)cc1	51	2.8	nt	nt
COCCNC(=O)C[C@@H]1C[C@H]2c3cc(NC(=O)CN(C)C)ccc3O[C@H]2[C@@H](CO)O1	17	0.2	-6	55
CO[C@H]1CN(C)C(=O)c2cc(NC(=O)c3ccccc3F)ccc2OC[C@H](C)N(C)C[C@@H]1C	-72	0.8	nt	-13
C[C@@H]1CN([C@@H](C)CO)C(=O)c2cc(NC(=O)Cc3cn(C)c4ccccc34)ccc2O[C@H]1CN(C)C(=O)Nc1ccc2c(c1)OCO2	-15	0.3	2	-165
CNC[C@H]1OCCCC[C@@H](C)Oc2ccc(NS(C)(=O)=O)cc2C(=O)N([C@@H](C)CO)C[C@@H]1C	4	-1.4	-2	78
CC(C)NC(=O)Nc1ccc2c(c1)C(=O)N([C@@H](C)CO)C[C@H](C)[C@H](CN(C)Cc1ccncc1)OCCCC[C@@H](C)O2	24	-0.1	1	11
C[C@H]1CN([C@@H](C)CO)S(=O)(=O)c2ccc(C#CC3(O)CCCC3)cc2O[C@@H]1CN(C)C(=O)Cc1ccccc1	-55	-3.0	-6	-44
Cc1ccc(S(=O)(=O)Nc2ccc3c(c2)C(=O)N([C@@H](C)CO)C[C@@H](C)[C@@H](CN(C)C(=O)Nc2ccc4c(c2)OCO4)O3)cc1	11	-1.3	nt	31
CC(C)C#Cc1ccc([C@@H]2[C@@H](CO)N3CCCCN(S(=O)(=O)Cc4ccccc4)C[C@H]23)cc1	-5	-0.1	-6	117*
C[C@H]1CN([C@@H](C)CO)C(=O)CCCn2cc(nn2)CO[C@@H]1CN(C)C(=O)c1ccncc1	-15&-3	-0.2	4&-1	15&1
COc1cc(CN2CC3(CCN(C(=O)NC(C)C)CC3)c3c(n(C)c4cc(OC)ccc34)[C@@H]2CO)cc(OC)c1	-69	nt	3	nt
CC(C)CC#Cc1ccc2c(c1)O[C@@H](CN(C)C(=O)CN(C)C)[C@@H](C)CN([C@H](C)CO)S2(=O)=O	-31	0.3	-8	38
C[C@@H]1CN([C@@H](C)CO)C(=O)c2cccc(NC(=O)Nc3ccc(C(F)(F)F)cc3)c2O[C@H]1CN(C)Cc1ccc(Cl)c(Cl)c1	-13	-0.6	9	130*
O=C(C[C@H]1C[C@@H]2c3cc(NC(=O)Nc4ccc(F)cc4)ccc3O[C@@H]2[C@@H](CO)O1)NCC1CC1	-57	-2.2	3	-52
C[C@H]1CN([C@@H](C)CO)C(=O)CCCn2nncc2CO[C@H]1CN(C)Cc1ccc2c(c1)OCO2	-16	1.5	nt	58
C[C@@H]1CN([C@H](C)CO)C(=O)c2cc(NS(=O)(=O)c3ccc(Cl)cc3)ccc2O[C@@H]1CN(C)CC1CCCCC1	26	0.2	4	26
CCNC(=O)C[C@H]1C=C[C@@H](NC(=O)C2CCC2)[C@@H](CO)O1	nt	-3.3	-1	nt
CC=Cc1ccc2n(c1=O)C[C@H]1[C@H](CO)[C@@H](C(=O)NCCC)[C@@H]2N1CC1CCOCC1 (mixture of isomers)	15	-1.3	-3	-12
C[C@@H]1CN([C@H](C)CO)C(=O)c2cc(Br)cnc2O[C@@H]1CN(C)C(=O)CC1CC1	-3	0.0	2	-52
O=C(C[C@H]1CC[C@H](NC(=O)NC2CCCC2)[C@H](CO)O1)NCc1ccc(F)cc1	21	2.7	nt	-11
CCCNC(=O)C[C@H]1CC[C@H]2[C@@H](COC[C@@H](O)CN2C(=O)c2cc(Cl)cc(Cl)c2)O1	12	0.5	nt	31
Cc1ccc(S(=O)(=O)N(C)C[C@H]2Oc3ccc(NS(C)(=O)=O)cc3C(=O)N([C@H](C)CO)C[C@@H]2C)cc1	-4	0.8	-6	-31
CNC[C@@H]1Oc2ncc(/C=C/c3ccccc3)cc2C(=O)N([C@@H](C)CO)C[C@@H]1C	-24	-2.4	3	26
N#C[C@@H]1[C@@H](c2ccc(-c3cccnc3)cc2)[C@H](CO)N1C(=O)C1CC1	25	1.5	-4	53
C[C@@H]1CCCCO[C@H](CN(C)S(C)(=O)=O)[C@@H](C)CN([C@@H](C)CO)C(=O)c2cc(NC(=O)Nc3ccc(C(F)(F)F)cc3)ccc2O1	-34	-0.6	-2	66
